LMP1 NFkB inh: Epstein-Barr LMP1 NF-kappaB reporter inhibition; LMP1-induced NF-kappaB luciferase reporter cells, luminescence; 0.69% of 350,000 active; inhibition, % at 12.5 µM; in the data active = inhibition above about 41%;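 note: 0% = neutral control wells and 100% = reference inhibitor control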
NOD2-RIPK2 inh: blocks binding of human NOD2 to RIPK2 | O43353 | inhibition, % at 4.98 µM | AID 624267 | CHO BLA complementation NOD2-RIPK2, CCF4 ratio | 0.38% of 360,000 active; in the data active = inhibition above about 21%;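 note: 0% = vehicle only and 100% = reference blocker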
NR2F2 inh: NR2F2 (human) inhibition, primary screen; HEK293T NGFI-A luciferase reporter, luminescence; inhibition, % at 8.6 µM; 0.7% of 370,000 active; AID 686940;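 active = inhibition above a per-plate cutoff, mean inhibition of test wells between control levels plus 3 SD, cut at about 38% in these data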;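 note: cells cotransfected with COUP-TFII expression vector driving the NGFI-A reporter; 0% = median of COUP-TF2 test wells and 100% = reporter-only cells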
SRC1 inh: human NCOA1 inhibition. Q15788. HEK293 GAL4-SRC1 luciferase reporter, luminescence. inhibition, % at 3.6 µM. 0.12% of 360,000 active. AID 588354;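 active = inhibition above the campaign mean plus 3 SD, with each screening campaign given its own cutoff, cut at about 60% in these data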;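 note: 0% = DMSO treated cells and 100% = gossypol at 36 µM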
SRC3 inh: human NCOA3 inhibition; Q9Y6Q9; HEK293 GAL4-SRC3 luciferase reporter, luminescence; inhibition, % at 3.6 µM; 0.17% of 360,000 active;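 active = inhibition above a per-campaign cutoff, the mean of all compounds plus 3 SD, cut at about 60% in these data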;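 note: 0% = DMSO-treated cells and 100% = gossypol-treated cells at 36 µM; higher means less SRC3-driven luciferase light from the GAL4 reporter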
MC4R antag cAMP: blocks human MC4R cAMP signaling. MC4R-expressing cells, MTII-stimulated cAMP, LANCE TR-FRET. inhibition, % at 6.5 µM. 0.48% of 360,000 active. AID 540295;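 active = inhibition above its plate's cutoff, the mean of tested wells on that plate plus 3 SD, cut at about 29% in these data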;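 note: 0% = Melanotan II alone and 100% = Melanotan II plus saturating MCL0020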
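Test system: U2OS cells stably expressing human melanocortin 4 receptor (MC4R); also added: Melanotan II challenge; compound: 6.5 µM single dose; timing: 30-min compound preincubation, 1-h Melanotan II challenge, 1-h detection, room temperature; signal: Eu-cAMP/anti-cAMP TR-FRET, emission 671 nm; repeats: one well per compound, no replicates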
TLR9-MyD88 inh: blocks human TLR9 binding to MyD88. CHO BLA complementation TLR9-MyD88, CCF4 FRET ratio. inhibition, % at 4.98 µM. 0.21% of 340,000 active. AID 504734;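 active = inhibition above the mean over all tested compounds plus 3 SD, cut at about 21% in these data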;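 note: 0% = DMSO only wells and 100% = clavulanate BLA inhibitor control wells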
Target sequence (Q99836 whole entry, looked up): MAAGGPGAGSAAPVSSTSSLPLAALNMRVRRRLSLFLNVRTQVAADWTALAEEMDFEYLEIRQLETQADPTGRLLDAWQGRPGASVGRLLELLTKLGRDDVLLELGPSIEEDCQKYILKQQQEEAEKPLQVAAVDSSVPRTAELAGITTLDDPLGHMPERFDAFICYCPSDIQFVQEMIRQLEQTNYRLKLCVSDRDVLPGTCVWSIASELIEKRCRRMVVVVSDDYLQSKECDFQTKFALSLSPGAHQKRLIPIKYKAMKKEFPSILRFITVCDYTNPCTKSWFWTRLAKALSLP
Target sequence (Q9NR96 whole entry, looked up): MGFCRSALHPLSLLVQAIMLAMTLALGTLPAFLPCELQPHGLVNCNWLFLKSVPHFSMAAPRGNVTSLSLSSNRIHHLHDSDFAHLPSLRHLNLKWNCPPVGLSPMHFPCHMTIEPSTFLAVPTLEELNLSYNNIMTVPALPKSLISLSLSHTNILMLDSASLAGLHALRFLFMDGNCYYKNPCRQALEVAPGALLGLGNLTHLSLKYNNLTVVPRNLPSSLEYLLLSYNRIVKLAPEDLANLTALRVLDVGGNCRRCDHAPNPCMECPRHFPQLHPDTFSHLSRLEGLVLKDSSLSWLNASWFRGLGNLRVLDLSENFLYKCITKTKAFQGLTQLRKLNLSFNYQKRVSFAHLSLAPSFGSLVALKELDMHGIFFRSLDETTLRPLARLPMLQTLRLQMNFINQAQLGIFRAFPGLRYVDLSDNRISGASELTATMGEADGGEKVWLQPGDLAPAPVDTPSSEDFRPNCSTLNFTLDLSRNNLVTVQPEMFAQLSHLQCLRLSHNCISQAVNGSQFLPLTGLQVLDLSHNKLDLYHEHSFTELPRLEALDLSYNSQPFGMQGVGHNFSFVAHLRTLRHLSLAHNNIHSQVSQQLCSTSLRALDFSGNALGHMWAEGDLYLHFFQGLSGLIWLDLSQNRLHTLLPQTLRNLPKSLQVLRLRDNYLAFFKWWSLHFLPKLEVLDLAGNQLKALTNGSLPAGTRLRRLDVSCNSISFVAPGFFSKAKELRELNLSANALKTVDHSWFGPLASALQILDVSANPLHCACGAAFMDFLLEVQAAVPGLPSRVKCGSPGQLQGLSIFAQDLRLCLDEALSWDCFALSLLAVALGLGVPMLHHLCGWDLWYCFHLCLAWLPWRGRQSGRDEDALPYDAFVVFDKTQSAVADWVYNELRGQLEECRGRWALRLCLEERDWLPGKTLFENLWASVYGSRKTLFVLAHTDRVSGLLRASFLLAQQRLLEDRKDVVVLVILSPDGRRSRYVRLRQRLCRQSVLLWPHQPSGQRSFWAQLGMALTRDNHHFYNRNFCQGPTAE
NR5A2 inv ag: suppresses constitutive activity of human LRH-1 | O00482 | HEK293T StAR-luciferase reporter, LRH-1 transfected, 24 h | inhibition, % at 3.6 µM | 0.13% of 360,000 active;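 active = inhibition above the mean inhibition of all tested compounds plus 3 SD, cut at about 73% in these data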;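 note: 0% = DMSO wells and 100% = reporter-only cells lacking LRH-1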
ABHD5-PLIN5 inh: inhibitors of human ABHD5-perilipin-5 interaction; Split G. princeps luciferase complementation, luminescence, 4 h; 0.78% of 360,000 active; inhibition, % at 4 µM; AID 602281; Q00G26+Q8WTS1;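 active = inhibition above the mean inhibition across every tested compound plus 3 SD, cut at about 22% in these data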;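 note: 0% = DMSO only wells and the 100% control is not disclosed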
SRC2 inh: human SRC2 (NCOA2) inhibition. HEK293 GAL4-SRC2 luciferase reporter, luminescence. 0.17% of 370,000 active. inhibition, % at 9 µM;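 active = inhibition above the mean inhibition of all tested compounds plus 3 SD, set per campaign, cut at about 52% in these data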;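 note: 0% = DMSO treated cells and 100% = cells given Gossypol at 36 µM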
MC4R barr agon: agonists of human melanocortin 4 receptor (MC4R) beta-arrestin; AID 540308; 0.98% of 360,000 active; U2OS MC4R beta-arrestin complementation, luminescence; percent of melanotan II response, DMSO zero; activation, % at 8.9 µM; P32245;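 active = activation above a per-plate cutoff, the mean activation of sample wells on that plate plus 3 SD, cut at about 8% in these data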
Starred values were filed as active, the others as inactive; . = not tested or not shown.

SMILES	LMP1 NFkB inh	NOD2-RIPK2 inh	NR2F2 inh	SRC1 inh	SRC3 inh	MC4R antag cAMP	TLR9-MyD88 inh	NR5A2 inv ag	ABHD5-PLIN5 inh	SRC2 inh	MC4R barr agon
CCOc1ccc(-c2nc(S(=O)(=O)c3ccccc3)c(N3CCOCC3)o2)cc1	5	-14	7	9	13	11	-8	-8	-2	-6	-0.7
CCN(CC)C(=O)C1=C(C)N(CCCN2CCCC2=O)C(=O)C(CC(=O)NCCCCc2ccccc2)C1 (stereo unspecified)	-2	-6	0	13	-8	7	-2	-30	0	24	-1.3
COc1ccc(CNC(=O)CCNS(=O)(=O)c2ccc(Cl)cc2)cc1	7	-1	-21	0	12	-1	-1	8	-1	-26	-3.3
CC(=O)Nc1ccc(S(=O)(=O)N(C)CC(=O)NC2CCCCCCC2)cc1	-5	-3	9	-4	1	1	-6	-3	-7	-1	-1.6
CCOc1ccc(C2NC(=O)c3ccccc3O2)cc1OCC (stereo unspecified)	-8	-3	6	3	8	-8	9	6	2	-7	-1.3
CCN(CC(=O)Nc1ccc2c(c1)OCCO2)C(=O)C(C)Oc1ccc(F)cc1 (stereo unspecified)	8	-8	-9	-8	16	4	6	10	4	7	-0.8
CCOC(=O)C1CCN(C(=O)CCc2c(C)nc3ncnn3c2C)CC1	-11	-2	-2	-10	5	2	-10	10	-3	-6	-1.0
CC1(C)CC(=O)C=C(c2n[nH]nc2-c2ccccc2)C1	-4	14	5	8	22	-2	-5	6	6	12	0.7
CC1CN(S(=O)(=O)c2cccc(C(=O)N(C)C3CCCCC3)c2)CC(C)O1 (stereo unspecified)	4	-5	29	8	14	3	3	10	7	-4	-0.3
Clc1ccccc1COc1ccccc1-c1nnco1	5	1	-9	-6	7	13	-1	1	1	-12	-0.6
COc1ccccc1CNC(=O)C1CCC1	2	-3	14	11	7	0	1	-3	-1	6	-0.6
COCCn1nnnc1C(CC(C)C)N1CCN(c2nc3ccccc3s2)CC1 (stereo unspecified)	1	-13	-4	-1	6	8	-4	12	-7	-19	-2.1
COc1cccc(OC)c1C(=O)NCC12CC3CC(C1)CC(CNC(=O)c1c(OC)cccc1OC)(C3)C2	0	-14	26	-20	2	17	1	-1	2	3	-1.8
CCCNC(=S)N1CCCC(c2nc3ccccc3[nH]2)C1 (stereo unspecified)	-2	-15	0	3	10	-2	3	-14	-4	-4	-2.9
CS(=O)(=O)c1ccc(C(=O)Nc2cccc(-c3nc4ccccc4[nH]3)c2)cc1	-3	-15	-11	-44	-5	17	4	-19	0	-27	0.3
Cc1cccc(NC(=O)CCCSc2nc3ccccc3[nH]2)c1	2	11	-2	9	21	7	-3	-3	10	4	1.2
C=CCn1c(SCC(=O)Nc2ccc(Br)cc2)nc(O)cc1=O	3	4	1	3	-47	19	4	27	-8	-3	-1.6
COc1ccccc1CCc1nnc(CCC(=O)NCCOc2cccnc2)o1	-20	-9	11	-6	5	12	6	-3	2	0	-3.5
COC(=O)CSc1nc(Cc2ccccc2)nc2ccccc12	0	-4	-5	-8	-7	5	0	-22	1	-10	-2.1
O=C(NCc1ccco1)c1c(O)c2cccc3c2n(c1=O)CCC3	-3	6	12	10	-2	6	7	6	5	16	-2.2
Cc1coc2c(C)c3oc(=O)c(CC(=O)N[C@@H](CC(C)C)C(=O)O)c(C)c3cc12	8	3	-5	-2	4	10	-5	-2	2	-17	0.1
CCCNC(=O)[C@H](Cc1c[nH]c2ccccc12)NC(=O)c1ccccc1Cl	-6	-7	-6	-12	-9	21	1	-7	1	2	1.1
Cc1csc(NC(=O)CSc2ccc(-c3ccccc3)nn2)n1	-14	1	.	-38	14	3	4	-13	2	.	0.8
O=C(c1cccc(S(=O)(=O)N2CCCCC2)c1)N1CCOCC1	-13	-1	13	10	1	7	3	-7	8	-10	1.3
CCOC(=O)N1CCN(C(=O)c2ccc3c(c2)sc2nc(-c4ccc(OC)cc4)cn23)CC1	-7	2	-11	-18	-6	20	-6	6	7	-6	-0.5

Overlap with the part before: three compounds; new compounds follow.
SMILES	LMP1 NFkB inh	NOD2-RIPK2 inh	NR2F2 inh	SRC1 inh	SRC3 inh	MC4R antag cAMP	TLR9-MyD88 inh	NR5A2 inv ag	ABHD5-PLIN5 inh	SRC2 inh	MC4R barr agon
Cc1csc(NC(=O)CSc2ccc(-c3ccccc3)nn2)n1	-14	1	.	-38	14	3	4	-13	2	.	0.8
O=C(c1cccc(S(=O)(=O)N2CCCCC2)c1)N1CCOCC1	-13	-1	13	10	1	7	3	-7	8	-10	1.3
CCOC(=O)N1CCN(C(=O)c2ccc3c(c2)sc2nc(-c4ccc(OC)cc4)cn23)CC1	-7	2	-11	-18	-6	20	-6	6	7	-6	-0.5
O=C(O)CN1C(=O)/C(=C\c2cccc(OCc3ccc(F)cc3)c2)SC1=S	27	-1	-5	7	-9	-2	-1	-20	-6	-27	-0.8
CCOc1ccc2nc(NC(=O)C3CCCN(S(=O)(=O)c4cccs4)C3)sc2c1 (stereo unspecified)	2	4	2	-15	14	9	-18	1	2	-14	-2.9
Cc1ccc(C(CNC(=O)c2ccc(Br)o2)N2CCN(C)CC2)cc1 (stereo unspecified)	-2	-3	-3	8	10	8	-7	3	5	-10	-2.5
CCC1CCCCN1Cc1nc2c(c(=O)n(C)c(=O)n2C)n1Cc1cccc2ccccc12 (stereo unspecified)	.	3	.	4	17	-4	.	15	1	.	0.6
CCOC(=O)C1=C(C)Nc2nc(C)nn2C1c1ccc(OC)c(OC)c1 (stereo unspecified)	-16	-3	4	-8	-5	9	9	5	-2	-22	-0.6
CC(C)(C)OC(=O)NCCCC[C@H](NC(=O)c1nc[nH]c1C(=O)N1CCN(c2ccccc2)CC1)C(=O)OC(C)(C)C	-2	-5	3	5	13	-3	-11	4	8	4	1.1
Cc1ccc(NC2c3ncccc3C(=O)N2Cc2ccc(F)cc2)cc1 (stereo unspecified)	-2	11	-8	-3	2	9	-6	0	11	-35	-1.3
CCn1c(SCC(=O)NNC(=O)c2ccccc2)nnc1-c1ccncc1	-5	-1	-9	14	14	20	0	-5	0	-1	1.9
Cc1cc(C)nc(Sc2ccc(/C=C(\C#N)C(N)=O)o2)n1	6	-7	-8	-12	3	-5	-4	4	0	-5	-1.6
O=C(CN1C(=O)NC2(CCCC2)C1=O)Nc1ccc(Cl)c(C(F)(F)F)c1	-10	-2	-16	12	8	13	-4	-15	-8	-2	-0.1
Cc1ccc(C)c(C(=O)CSc2nnnn2-c2cccnc2)c1	2	-9	10	-3	3	-2	-1	-18	-2	-11	-1.5
CCCc1cc(=O)oc2cc(C)cc(OC(C)C(=O)NCCCN3CCOCC3)c12 (stereo unspecified)	-1	-4	-4	17	8	1	-13	19	10	21	0.3
O=C(COC(=O)C1=COCCO1)NCc1ccc(F)cc1	5	-15	-1	-13	-16	-2	-5	0	-3	-8	-1.7
Cc1ccc(-n2nc3c(=O)n(C(C)C(=O)NCc4ccc(Cl)cc4)nc(C)c3c2C)cc1 (stereo unspecified)	1	10	-7	9	28	7	9	-5	4	-11	0.0
CCOC(=O)c1sc(NC(=O)C(C)Sc2nnc(N)s2)nc1C (stereo unspecified)	-6	6	-1	-25	-15	2	-6	-16	7	-28	-2.1
CCOc1cccc2cc(C(=O)NC(C)c3ccccc3)c(=N)oc12 (stereo unspecified)	-7	-11	-11	6	0	-8	-7	16	3	-5	0.5
Cc1ccnc(N(C(=O)Nc2ccccc2)C2=NCC(C)(C)S2)c1	.	-1	-2	-118	-67	5	.	-99	5	-55	0.5
O=C(Cc1ccccc1)NC(NC(=O)Cc1ccccc1)c1cccc([N+](=O)[O-])c1	-3	0	4	-2	-22	6	6	14	-4	-5	-2.0
COc1cc(C=NNC(=O)C(=O)Nc2cccc(Cl)c2)cc(OC)c1O	-13	-2	-12	-27	-19	5	-3	-39	-1	-4	-1.2
OCCC#Cc1c(-c2ccsc2)sc2ccccc12	21	-8	4	-17	9	6	1	24	1	4	-0.7
COc1cc(N(Cc2ccccc2)Cc2ccccc2)c2ncn(C(C)C)c2c1	-6	2	-14	-18	-10	-6	3	-2	-16	5	3.4
CC(C)CNC(=S)N1CCC(NC(=O)C23CC4CC(CC(C4)C2)C3)CC1	-7	-3	4	-5	11	5	-1	9	-2	-8	-0.2
O=C(/C=C/c1ccc(OCCCF)cc1)NCc1ccc(Cl)cc1	3	0	16	6	-1	-1	8	28	-1	11	15*
COc1cc(C(=O)Nc2cccc(S(=O)(=O)NCc3ccco3)c2)cc(OC)c1OC	11	-10	-39	-9	12	1	-5	12	3	-27	0.0
CC(=O)Nc1ccc(NC(=O)C(C)OC(=O)c2ccccc2C(=O)c2ccc(Cl)c([N+](=O)[O-])c2)cc1 (stereo unspecified)	-10	3	18	-16	-4	1	11	0	7	-14	-3.4

The list goes on.
SMILES	LMP1 NFkB inh	NOD2-RIPK2 inh	NR2F2 inh	SRC1 inh	SRC3 inh	MC4R antag cAMP	TLR9-MyD88 inh	NR5A2 inv ag	ABHD5-PLIN5 inh	SRC2 inh	MC4R barr agon
Nc1ccn(CC(=O)NCc2ccc3c(c2)OCO3)c(=O)n1	-3	-4	-7	-6	-5	3	-1	1	1	8	-1.3
Cc1ccc(NC(=O)c2ccc3nc[nH]c3c2)c(O)c1	-14	-3	-24	-49	-50	2	-7	-45	2	-21	-1.6
COc1ccc(C(=O)N[C@H]2COC(C)(C)O[C@H]2c2ccccc2)cc1	-1	1	-18	-4	-10	3	7	-7	3	-1	-0.5
O=C1c2ccccc2CCC12OC2c1ccc([N+](=O)[O-])cc1 (stereo unspecified)	9	-3	-18	-7	-8	-7	-6	-2	2	2	-2.4
Cc1ncc(CN2CCCC(CCC(=O)NCc3ccc(F)c(F)c3)C2)s1 (stereo unspecified)	7	-2	12	-13	-1	17	-2	10	-4	20	-0.5
COc1ccc(N2CCN(S(=O)(=O)c3c(C)nc4sccn4c3=O)CC2)cc1	-8	5	6	-1	-12	5	-6	-20	4	-15	-0.6
Cc1ccc(NC(=O)c2ccc(N3CCCC3=O)cc2)cc1S(=O)(=O)N1CCCCC1	13	10	11	-6	14	5	10	-17	2	-8	-0.7
CCCCCc1c(C)nc(NCc2ccccc2)[nH]c1=O	5	6	-5	-11	16	15	2	-8	-13	-13	-0.4
COc1ccccc1CN1CC(C(=O)NCCc2ccc(C)o2)CCC1=O (stereo unspecified)	7	-3	8	-3	-8	0	-6	-17	-8	11	-1.6
CCCn1c(SCc2cc(=O)oc3ccc4ccccc4c23)n[nH]c1=O	5	3	17	-22	-7	-3	5	4	8	-11	-2.6
Cc1cccnc1NC(=O)CCCN1C(=O)c2ccccc2C1=O	3	3	21	-5	6	-1	1	8	-2	-10	-0.9

These rows are one share of the data. The share of hits here may be higher or lower than overall.
